EP2 mod: EP2 receptor modulators, cAMP readout, primary screen, cell-based, HTRF cAMP, PGE2 stimulation | 260,000 tested, 0.83% active | Prostaglandin E2 receptor EP2 subtype (Homo sapiens), P43116 | induction, % at 25 µM | EP2-expressing cells, cAMP HTRF FRET, PGE2 co-stimulation;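 active = compounds whose cAMP rise, as percent of the full-agonist control response, exceeds 60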;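 also: rat C6 glioma line stably carrying human EP2 under a CMV promoter; the protocol text gives 20 µM as final concentration; 100% = response of wells given 1 µM PGE2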
Target sequence (P43116 whole entry, looked up): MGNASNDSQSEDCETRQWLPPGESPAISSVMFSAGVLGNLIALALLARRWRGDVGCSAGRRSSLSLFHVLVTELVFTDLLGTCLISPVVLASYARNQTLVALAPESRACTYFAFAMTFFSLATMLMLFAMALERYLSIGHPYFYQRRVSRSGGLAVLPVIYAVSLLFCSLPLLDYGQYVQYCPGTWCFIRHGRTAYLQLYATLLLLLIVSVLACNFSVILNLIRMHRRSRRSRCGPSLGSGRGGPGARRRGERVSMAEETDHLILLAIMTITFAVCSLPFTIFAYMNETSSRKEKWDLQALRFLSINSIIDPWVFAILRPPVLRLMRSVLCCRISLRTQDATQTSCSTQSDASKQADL
14-3-3 Bad inh: inhibitors of 14-3-3 zeta/Bad binding, primary screen, biochemical, TR-FRET, bovine 14-3-3 zeta. TR-FRET 14-3-3zeta/Dy647-pBad peptide displacement, 1 h. 14-3-3 protein zeta/delta (Bos taurus), P63103. inhibition, % at 21.7 µM. AID 781, 2007. 220,000 tested, 0.71% active;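 active = inhibition above about 70%, limit read from the data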;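 also: 0% = full 14-3-3 plus peptide FRET controls and 100% = background without 14-3-3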
Target sequence (P63103 whole entry, looked up): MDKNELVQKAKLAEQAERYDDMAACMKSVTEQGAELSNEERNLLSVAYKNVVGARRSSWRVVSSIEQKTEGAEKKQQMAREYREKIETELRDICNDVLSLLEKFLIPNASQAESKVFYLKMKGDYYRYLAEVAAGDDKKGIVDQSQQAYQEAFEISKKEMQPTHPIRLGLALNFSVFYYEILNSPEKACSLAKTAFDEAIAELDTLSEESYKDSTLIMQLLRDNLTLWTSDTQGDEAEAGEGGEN
CHOP inhibitor: inhibitors of CHOP promoter induction, primary screen, cell-based, unfolded protein response, luciferase reporter; 220,000 tested, 3.8% active; AID 2732, 2010; inhibition, % at 10 µM; CHO-K1 CHOP-promoter luciferase, tunicamycin-induced, 15-18 h;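 active = compounds that reduced the stress-induced luciferase reporter signal by more than about 70% of percent inhibition, limit read from the data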;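 also: 0% = tunicamycin plus vehicle and 100% = wells without tunicamycin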
TRPN1 ag: zebrafish TRPN1 channel agonists, primary screen, cell-based, HEK293, calcium fluorescence; HEK293 zebrafish TRPN1-YFP, Fluo-8 calcium fluorescence; 100% = response to 87 µM carbachol; activation, % at 3 µM; 220,000 tested, 0.18% active; AID 1424, 2008;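 active = activation above its plate's cutoff, the mean activation of test wells on that plate plus 3 SD, cut at about 19% in these data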;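 also: 0% = DMSO alone and 100% = 87 µM carbachol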
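Control set: carbachol 87 µM as high control, DMSO as low control; system: HEK293 stable line with zebrafish TRPN1-YFP; read-out: % activation versus carbachol response; detection: intracellular calcium fluorescence with Fluo-8; doses: single test compound dose, 3 µM nominal, 0.3% DMSO; schedule: dye 1 h 37 °C plus 30 min RT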
PPC-1+TRAIL kill: compounds killing PPC-1 cancer cells with TRAIL present, primary screen, TRAIL potentiator project, ATPLite luminescence, uHTS; cell killing (% activity), % at 4 µM; PPC-1 cells + TRAIL, ATPLite viability luminescence; AID 1443, 2008; 220,000 tested, 0.41% active;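 active = cell killing above 50% in the first pass at 4 µM, then a duplicate retest at 5 µM averaging 50% or more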;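 also: plate controls were cells with TRAIL plus DMSO for no effect and medium-only wells lacking cells for full effect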
NPY-Y1 antag: NPY-Y1 receptor antagonists, primary screen, cell-based | Neuropeptide Y receptor type 1 (Homo sapiens), P25929 | HEK293-CNG Y1 cells, membrane potential fluorescence; NPY at EC95, then isoproterenol | inhibition, % at 3.6 µM | 200,000 tested, 1% active | AID 1040, 2008;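 active = inhibition above the campaign mean inhibition of all tested compounds plus 3 SD, cut at about 20% in these data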;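 also: 0% = DMSO wells given NPY plus isoproterenol and 100% = isoproterenol alone without NPY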
Target sequence (P25929 whole entry, looked up): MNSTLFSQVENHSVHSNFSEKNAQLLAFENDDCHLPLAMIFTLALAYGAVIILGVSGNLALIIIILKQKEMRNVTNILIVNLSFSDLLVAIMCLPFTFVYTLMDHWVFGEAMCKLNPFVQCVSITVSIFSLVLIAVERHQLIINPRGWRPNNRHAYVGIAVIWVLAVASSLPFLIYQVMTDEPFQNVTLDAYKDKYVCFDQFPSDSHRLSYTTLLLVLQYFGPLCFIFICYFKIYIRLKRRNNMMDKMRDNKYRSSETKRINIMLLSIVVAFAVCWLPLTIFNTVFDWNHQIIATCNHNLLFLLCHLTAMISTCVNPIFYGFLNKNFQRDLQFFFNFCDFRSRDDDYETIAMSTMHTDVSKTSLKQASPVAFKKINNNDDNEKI
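Test system – HEK293 Y1/CNG channel cell line · Also added – NPY agonist 25 nM, then isoproterenol 1 µM plus Ro 20-1724 25 µM · Compound dosing – one concentration, 3.6 µM, in 0.4% DMSO · Schedule – compound incubation 1 h at room temperature, readout 45 min post-stimulation · Technique – fluorescence, membrane potential probe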
NPY-Y1 PAM-ag: NPY-Y1 receptor potentiators or agonists, primary screen, cell-based; 220,000 tested, 0.37% active; NPY-Y1 expressing cells, potentiator/agonist activation; activation, % at 3.6 µM; AID 1304, 2008; Neuropeptide Y receptor type 1 (Homo sapiens), P25929; in the data active = activation above about 33%, passing the limit was not always enough;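 also: cells stimulated with NPY at EC10 then isoproterenol at EC100; 0% = low agonist plus stimulus and 100% = saturating agonist plus stimulus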
PGE2 EP2 inh: human EP2 receptor antagonists, primary screen, TR-FRET cAMP, C6 glioma cells; Prostaglandin E2 receptor EP2 subtype (Homo sapiens), P43116; C6 glioma cells expressing human EP2; cells stimulated with saturating PGE2; inhibition, % at 25 µM; 260,000 tested, 0.52% active;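 active = percent inhibition above 40 after rounding to a whole number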;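 also: rat C6 glioma host cells with rolipram phosphodiesterase inhibitor present; the protocol text gives 20 µM as final concentration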
TRPML3 agonist: human TRPML3 channel agonists, primary screen, cell-based, HEK293 TRPML3-YFP, Fluo-8 calcium fluorescence, 3 µM; 100% = the carbachol control signal; Mucolipin-3 (Homo sapiens), Q8TDD5; activation, % at 3 µM; AID 1448, 2008; 220,000 tested, 0.29% active;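 active = activation above its plate's cutoff, the mean activation of the plate's test wells plus 3 SD, cut at about 12% in these data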;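 also: 0% = DMSO only wells and 100% = carbachol wells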
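Material: HEK293 cells stably carrying human TRPML3-YFP; compound dosing: single dose, 3 µM final nominal compound, 0.3% DMSO final; incubation: 1-h 37 °C dye load, 5-s basal, 120-s post-compound reads; technique: Fluo-8 intracellular calcium fluorescence, excitation 470-495 nm, emission 515-575 nm; read-out basis: percent activation from peak-to-basal fluorescence ratio, scaled between DMSO and carbachol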
* marks the source's active call; other numbers are inactive results; · = not tested or not shown; & = joins results of further samples; [ ] = another dose, or the depositor's remark. This is a subset; count on the stated rates, not on these rows.

Value order – NPY-Y1 antag	PGE2 EP2 inh	TRPN1 ag	EP2 mod	CHOP inhibitor	TRPML3 agonist	NPY-Y1 PAM-ag	PPC-1+TRAIL kill	14-3-3 Bad inh
- O=C(/C=C(\O)c1ccc(Cl)cc1)C(=O)NNC(=O)C(O)(c1ccccc1)c1ccccc1
 : 9.3	12.6	0.2	16.1	47.8	0.9	6.8	1.6	14.1
- Cc1ncc(CN2CCC(CO)(Cc3ccccc3)CC2)s1
 : 0.1	6.2	1.4	-33.1	9.7	0.8	-3.1	-0.8	-3.4
- CCOC(=O)c1c(-c2ccccc2)nc2ccc(C)cn12
 : 2.9	-1.4	-0.4	16.7	50.8	-0.2	-17.7	25.5	-5.6
- O=C(CN1CCOCC1)Nc1ncc(Cc2cccc3ccccc23)s1
 : -2.4	11.3	3.3	-31.2	23.6	1.7	-16.9	-12.3	7.0
- CCN1CCN(CCCNC(=O)C(=O)c2c(C)[nH]c3ccccc23)CC1
 : 2.8	8.0	0.1	9.7	0.8	0.7	-0.8	14.8	-7.0
- O=C(Nc1ccc(O)cc1)/C(=C\C=C\c1ccccc1)NC(=O)c1ccccc1
 : ·	6.8	0.7	29.2	-34.8	0.4	-18.2	4.9	-2.5
- CCc1nnc(NC(=O)C(CC)CC)s1
 : ·	2.8	-0.1	24.5	4.5	0.9	5.4	-14.1	3.9
- Cc1ccc(C(=O)NC(=S)Nc2cccc3c(C)cc(C)nc23)cc1
 : 9.8	8.3	0.8	-18.1	-40.2	0.5	-1.7	-6.9	-32.4
- Fc1ccc(-n2c(-c3ccc4ccccc4n3)n[nH]c2=S)cc1Cl
 : -0.4	29.9	0.1	21.8	-4.5	0.8	2.2	19.7	-3.2
- CC(C)Oc1ccc(C(=O)NC2=NCCS2)cc1
 : -0.4	13.9	-0.6	-30.3	-18.7	1.8	5.6	34.3	-10.5
- Cc1nn(CC(=O)Nc2ccc(C(C)C)cc2)c(C)c1[N+](=O)[O-]
 : -4.8	4.5	0.4	1.1	-0.1	0.2	-13.7	12.9	-2.8
- O=C1/C(=C\c2ccccc2)CCc2c1[nH]c1ccccc21
 : 6.5	7.0	0.5	-13.3	45.3	-0.6	-16.0	-11.4	0.0
- Cc1cc(C(=O)N/N=C/c2ccc(OCc3ccccc3)cc2)c(C)o1
 : -1.6	4.2	-0.3	-54.4	7.3	-0.5	0.3	-3.1	8.4
- C=CCSc1ncc(CO)n1Cc1ccccc1
 : -2.5	0.7	-0.2	26.8	-0.1	0.6	0.1	12.3	-3.4
- CN(c1ccccc1C(=O)N1CCN(Cc2ccc3c(c2)OCO3)CC1)S(C)(=O)=O
 : 0.0	5.1	0.7	21.0	33.6	0.8	5.2	·	-9.2
- C/C(=N/OC(=O)c1c(-c2c(F)cccc2Cl)noc1C)c1cnccn1
 : -1.1	6.7	0.5	-19.8	4.1	0.9	6.1	10.3	1.1
- CCn1nnc(NC(=O)COc2cc(C)ccc2C(C)C)n1
 : 9.2	3.4	-1.0	13.5	-6.1	-0.5	-2.5	-3.3	3.4
- COc1ccc(C(=O)NN(C)c2nc(-c3ccccc3)nnc2C(F)(F)F)cc1
 : 4.7	·	1.4	4.8	14.3	-0.9	1.8	9.0	-2.6
- CN(C)S(=O)(=O)c1ccc2nc(NC(=O)c3cccnc3)sc2c1
 : -0.3	12.0	0.9	6.2	-12.6	0.2	-3.4	26.9	6.2[fluorescence artefact?]
- CCOC(=O)C1CCCN1C(=O)c1ccc(OC)c(Br)c1 (configuration not stated)
 : -0.7	6.4	1.1	-14.9	11.0	0.1	-7.6	3.3	3.8
- O=c1[nH]c(CN2CCN(S(=O)(=O)/C=C/c3ccccc3)CC2)nc2cc(Cl)ccc12
 : ·	10.6	-1.7	-15.3	23.9	-0.1	14.6	16.0	-1.8
- CCCC[C@@H]1CNC(=S)N1CCCC
 : -3.3	4.5	-2.2	25.5	22.9	-0.4	5.3	-12.2	-6.5
- Cc1cc(-n2c(C)cc(C(=O)COc3ccccc3[N+](=O)[O-])c2C)no1
 : 7.8	13.5	-0.5	-4.5	19.5	0.0	-5.2	8.1	-17.2
- Cc1ccc(-c2nnc(SCC(=O)NC(=O)Nc3ccc(C)cc3C)n2N)cc1
 : 0.5	5.2	-1.0	5.5	44.8	1.2	-11.2	7.7	-0.6
- O=C(CSc1nnc2ccccn12)Nc1ccccc1C(=O)NC1CC1
 : 1.6	2.6	-1.4	29.1	-1.2	0.1	1.1	28.7	-4.2
- O=C(NNc1c(Cl)cccc1Cl)C1CCC1
 : ·	6.9	1.0	25.7	-6.8	0.6	4.6	3.3	-5.3
- COCCn1c(C)cc(C2=NNC(=Nc3ccccc3)SC2)c1C
 : -4.4	18.8	-0.8	-18.8	6.9	-0.7	-11.6	22.2	21.4
- Cn1cc(CN2CCCC(CO)(Cc3ccccc3)C2)cn1 (configuration not stated)
 : -0.5	7.5	1.6	4.8	6.2	0.1	8.6	5.4	-5.0
- O=C(NNC(=S)Nc1cccc(Cl)c1)c1ccccc1OC(F)F
 : 8.0	5.5	0.3	-23.8	-3.1	1.4	-7.7	-2.6	-4.4[fluorescence artefact?]
- Nn1c(=O)[nH]c2c([nH]c3ccccc32)c1=O
 : -4.9	4.6	-0.8	8.9	-15.4	-0.1	12.5	-3.0	-12.8
- COc1ccc(/C(N)=N/OC(=O)c2cccs2)cc1OC
 : -0.3	9.2	0.4	2.7	12.5	-0.6	16.6	·	-1.5
- CCn1c(=O)cc(OCC(=O)N2CCN(C(=O)c3ccco3)CC2)c2ccccc21
 : -5.2	5.2	-0.5	-20.9	13.9	0.2	3.3	-6.0	-0.3
- O=S(=O)(/N=C(/Nc1ccc(F)c(F)c1F)c1ccccc1)c1ccccc1
 : 2.7	10.0	-1.5	25.3	32.8	0.9	2.5	-1.0	5.5[fluorescence artefact?]
- C=CCn1c(CCC(=O)O)ccc1-c1ccccc1
 : 1.0	-0.9	0.9	27.5	-3.8	0.9	-11.9	16.4	16.1[fluorescence artefact?]
- CC(=O)Nc1cccc(NC(=O)CSc2ccc(-c3ccccn3)nn2)c1
 : 2.4	4.8	1.9	-54.9	36.6	0.5	1.4	28.5	-20.1
- O=C(CN1C(=O)c2cccc3cccc1c23)NCc1ccncc1
 : -0.3	2.5	-1.4	13.8	19.2	0.4	0.7	12.0	8.3
- CC(=O)N/N=c1\sc2ccccc2n1C
 : -3.2	4.3	0.5	15.7	-2.3	0.4	1.1	22.7	-2.5
- CC(C)c1ccc2oc(-c3cc(N)ccc3O)nc2c1
 : 2.3	7.3	0.6	2.2	61.5	0.8	30.3	28.1	-7.1[fluorescence artefact?]
- COc1ccc(C(=O)N[C@H](C(=O)N2CCN(c3ccccc3F)CC2)C(C)C)cc1
 : 0.6	2.5	-0.9	33.1	46.9	0.5	18.7	19.0	-10.7
- O=C(O)CSc1nc(-c2ccccc2)nc2c1oc1ccccc12
 : 23.3*	1.7&10.6	0.0	3.2&-2.5	11.6	1.1	9.7	9.3	5.9
- Cc1ccc2cc(C(c3nnnn3C3CCCC3)N(Cc3ccccc3)Cc3ccco3)c(=O)[nH]c2c1 (configuration not stated)
 : -3.2	15.7	0.3	22.8	48.8	-0.5	20.1	9.1	3.5
- COc1ccc(NCC(=O)N/N=C(\C)c2cc3ccccc3o2)cc1
 : 2.5	4.6	-0.1	-49.6	31.7	0.2	3.4	23.6	-16.0
- Cc1nnc(C)n1/N=C/c1ccc(-c2ccccc2)cc1
 : 5.3	10.5	-1.5	27.3	2.7	-0.6	12.8	19.1	4.9
- Brc1ccc(-n2c(SCc3nc4ccccc4[nH]3)nnc2-c2ccncc2)cc1
 : 3.2	7.9	-0.7	-0.9	-7.7	1.1	-5.8	18.1	-0.6
- O=C(c1cn(-c2ccccc2)nc1-c1ccc(Br)cc1)N1CCOCC1
 : -5.5	20.6	0.2	31.0	8.6	0.4	3.7	9.0	1.2[fluorescence artefact?]
- Cc1ccc(C2NNC(=O)C2NC(=O)c2ccccc2)cc1 (configuration not stated)
 : 2.6	12.8	0.2	-9.4	17.4	1.3	-6.3	6.9	-15.7[fluorescence artefact?]
- CC(C#N)Sc1ncnc2sc3c(c12)CCC3 (configuration not stated)
 : 7.3	4.1	-2.0	40.4	33.0	-1.0	-23.9	-0.8	2.8
- COc1ccc(C(=O)O)cc1S(=O)(=O)N(C)C
 : 5.4	5.5	0.3	30.7	-0.9	1.1	-0.7	3.7	-5.3
- COc1ccc(NC(=S)N2CCN(C/C=C/c3ccccc3)CC2)cc1OC
 : 1.6	13.8	0.9	-15.6	-9.3	0.5	-1.9	3.9	-6.9
- CCNC(=O)C(Cc1ccccc1)NC(=O)OCc1ccccc1 (configuration not stated)
 : -3.1	9.5	0.7	-12.1	23.1	-0.6	-2.0	·	9.2

Bioassay records: PubChem, several laboratories
